Mcl1 Bid PPI = Mcl-1/Bid interaction inhibition; TR-FRET Mcl-1/Bid-Dy647 peptide binding, 1536-well; inhibition, % at 21.7 µM; 0.97% of 220,000 active;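 active means compounds that cut the binding signal by more than half at the single screening dose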;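 further: His-tagged Mcl-1 with europium anti-His antibody binding Bid BH3 peptide; 0% = Mcl-1 plus peptide wells and 100% = peptide-only wells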
RGS8-Gao = modulates binding of RGS8 to human Galphao. P09471. multiplexed bead flow cytometry; actives lie on both sides. response (percent of control binding), % at 10 µM. 0.34% of 220,000 active; in the data active means response below about 60% or above about 140%; inactive means in between;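 further: Galphao activated as the GDP aluminium fluoride complex binding bead-coupled RGS8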
Target sequence (P09471 whole entry, looked up): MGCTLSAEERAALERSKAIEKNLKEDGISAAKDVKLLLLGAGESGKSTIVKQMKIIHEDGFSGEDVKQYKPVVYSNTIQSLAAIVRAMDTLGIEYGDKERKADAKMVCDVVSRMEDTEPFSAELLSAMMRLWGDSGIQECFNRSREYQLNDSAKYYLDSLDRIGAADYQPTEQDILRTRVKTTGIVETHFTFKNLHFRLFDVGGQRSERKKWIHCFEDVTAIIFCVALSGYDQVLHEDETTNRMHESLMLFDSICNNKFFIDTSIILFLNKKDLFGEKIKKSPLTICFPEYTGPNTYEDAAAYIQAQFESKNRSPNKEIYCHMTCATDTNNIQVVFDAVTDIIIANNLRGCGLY
Bcl-2 Bim block = disrupts Bim peptide binding to human Bcl-2 | P10415 | Bead-based flow cytometry, Bim peptide-Bcl-2 binding | inhibition, % at 10 µM | 0.06% of 190,000 active; in the data active means inhibition above about 40%; inconclusive means no clear call, values can overlap the other calls;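 further: 0% = no compound wells with probe peptide and 100% = reference peptide inhibitor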
Target sequence (P10415 whole entry, looked up): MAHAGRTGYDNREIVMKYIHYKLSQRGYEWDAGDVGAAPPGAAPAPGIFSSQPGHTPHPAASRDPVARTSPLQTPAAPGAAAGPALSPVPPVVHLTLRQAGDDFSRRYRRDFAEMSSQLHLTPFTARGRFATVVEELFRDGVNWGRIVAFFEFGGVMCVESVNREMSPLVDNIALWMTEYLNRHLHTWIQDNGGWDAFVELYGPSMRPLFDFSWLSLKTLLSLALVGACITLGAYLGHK
RGS4-Gao reg = modulates binding of RGS4 to human Galphao; Multiplexed bead flow cytometry; actives lie on both sides; binding response (% of control), % at 10 µM; 0.33% of 220,000 active; AID 1415; in the data active means binding response below about 49% or above about 150%; inactive means in between;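 further: fluorescent Galphao activated with aluminum fluoride binding bead-coupled RGS4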
Bcl-B Bim block = human Bim-Bcl-B interaction inhibition; Q9HD36; bead-based flow cytometry, Bim peptide-Bcl-B binding; inhibition, % at 10 µM; 0.073% of 190,000 active; AID 951;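 further: 0% = tracer peptide without compound and 100% = reference inhibitor peptide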
Target sequence (Q9HD36 whole entry, looked up): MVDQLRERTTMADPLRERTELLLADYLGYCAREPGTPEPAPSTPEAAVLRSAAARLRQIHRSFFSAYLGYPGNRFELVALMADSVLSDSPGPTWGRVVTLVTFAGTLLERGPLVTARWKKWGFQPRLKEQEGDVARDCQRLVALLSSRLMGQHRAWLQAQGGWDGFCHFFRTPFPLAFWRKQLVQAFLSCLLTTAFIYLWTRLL
RGS7-Gao = modulates binding of RGS7 to human Galphao; P09471; Multiplexed bead flow cytometry; actives lie on both sides; binding response (% of control), % at 10 µM; 0.35% of 220,000 active; AID 1439; in the data active means binding response below about 49% or above about 150%; inconclusive means no clear call, values can overlap the other calls; inactive means in between;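 further: fluorescent Galphao held in activated GDP-AlF4 state binding bead-coupled RGS7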
GSH bead fluor = compound fluoresces at 488/530 nm on GSH beads; AID 1776; GSH beads flow cytometry, compound fluorescence 488/530 nm; hits give high values; 0.25% of 190,000 active; fluorescence (KMESF) at 10 µM; in the data active means fluorescence above about 89;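 further: glutathione beads carrying GST-tagged Bcl family fusion proteins plus one bare bead set; values are compound well signal with DMSO vehicle wells as background; inactives centre near 16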
Bfl-1 Bim block = inhibitors of Bim-Bfl-1 interaction, human | Q16548 | Bead-based flow cytometry, Bim-Bfl-1 binding inhibition | inhibition, % at 10 µM | 0.12% of 190,000 active;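 further: 0% = wells without compound plus tracer and 100% = blocker peptide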
Bcl-XL Bim block = disrupts Bim peptide binding to human Bcl-XL; bead flow cytometry, fluorescence; AID 1007; 0.04% of 190,000 active; inhibition, % at 10 µM
Target sequence (Q07817 whole entry, looked up): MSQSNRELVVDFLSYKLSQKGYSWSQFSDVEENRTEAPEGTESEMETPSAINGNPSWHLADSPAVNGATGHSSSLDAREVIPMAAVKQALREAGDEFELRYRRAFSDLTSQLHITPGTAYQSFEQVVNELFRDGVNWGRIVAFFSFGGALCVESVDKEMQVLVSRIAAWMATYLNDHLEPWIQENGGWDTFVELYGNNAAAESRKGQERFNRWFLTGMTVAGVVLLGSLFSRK
Bim-Mcl-1 = inhibitors of Bim-Mcl-1 interaction, human. Q07820. Bead-based flow cytometry, Bim peptide-Mcl-1 binding. inhibition, % at 10 µM. 0.1% of 190,000 active;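 further: 0% = no compound tracer wells and 100% = peptide blocker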
Bcl-W Bim block = disrupts Bim peptide binding to human Bcl-W; Q92843; bead-based flow cytometry; inhibition, % at 10 µM; 0.02% of 190,000 active;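 further: 0% = bound tracer without compound and 100% = peptide blocker; higher means less fluorescent Bim peptide bound to Bcl-W beads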
Starred values were filed as active, the others as inactive; ? = inconclusive. Unless noted, no stated cut-off is given here; in the data, active means inhibition above about 40%.

Mcl1 Bid PPI,RGS8-Gao,Bcl-2 Bim block,RGS4-Gao reg,Bcl-B Bim block,RGS7-Gao,GSH bead fluor,Bfl-1 Bim block,Bcl-XL Bim block,Bim-Mcl-1,Bcl-W Bim block,Molecule
-27,100,0,102,0,101,16,-3,-1,-1,1,CC(C)CN(CC(C)C)C(=O)c1cccc(S(=O)(=O)N2CCc3ccccc32)c1
-11,102,-1,98,0,102,6,-2,2,2,1,COc1nnc(OC)c2ccccc12
-11,93,-2,99,-4,104,13,-3,-4,-1,-4,Cc1onc(C(=O)N2CCC(C(N)=O)CC2)c1-c1ccccc1Cl
-30,100,1,98,-1,95,9,-1,4,1,5,Cc1ccc(N/C(CSC(N)=O)=N\S(=O)(=O)c2ccc(C)cc2)cc1
-60,102,-4,98,-1,102,11,-7,-2,-5,-3,OCCC1CN(Cc2cccn2-c2cccnc2)CCN1Cc1ccccc1 (configuration not stated)
-14,100,-1,101,-4,108,11,-6,-6,0,0,COc1ccc(N(C(C)C(=O)N/N=C(\C)C(C)(C)C)S(C)(=O)=O)cc1 (configuration not stated)
-7,101,0,102,-4,104,24,-4,-4,-3,-1,CC(C)C(=O)N=C1NC(=O)CS1
4,96,-8,98,-7,103,35,-6,4,-2,-1,Cc1c(C(=O)OC(C)C)sc(NC(=O)c2cccnc2)c1C#N
24,108,1,93,0,99,13,0,4,6,0,O=C(Nc1ccccc1[N+](=O)[O-])C1=C(O)CCn2c1nc1ccccc12
-24,100,0,92,-2,98,15,-6,0,2,-1,Cc1ccc(C(C(=O)NCc2ccco2)N(C(=O)Cc2cccs2)c2cccnc2)cc1 (configuration not stated)
7,99,2,99,1,103,17,0,-4,-1,1,Fc1ccc(-c2nc3ccncc3[nH]2)cc1
14,101,-4,99,-5,96,13,-4,-2,0,-4,Cc1nc2c(C(=O)NCCc3ccccc3)c[nH]n2c(=O)c1Cl
-21,103,0,109,-3,111,12,-5,-4,0,1,CC(C)C(NC(=O)C1CCC(C(C)(C)C)CC1)C(=O)NCCCN1CCCCC1 (configuration not stated)
11,101,3,93,-4,101,22,1,3,2,1,O=C1NC2CCc3nc4ccccc4c(=O)n3C2=Nc2ccccc21 (configuration not stated)
-5,99,-5,103,-2,102,11,-2,-2,-5,-3,O=C(N/N=C/C=C/c1ccccc1[N+](=O)[O-])c1cccs1

3 compounds from above, ordered by the number in Bfl-1 Bim block, smallest number first:
Mcl1 Bid PPI,RGS8-Gao,Bcl-2 Bim block,RGS4-Gao reg,Bcl-B Bim block,RGS7-Gao,GSH bead fluor,Bfl-1 Bim block,Bcl-XL Bim block,Bim-Mcl-1,Bcl-W Bim block,Molecule
-21,103,0,109,-3,111,12,-5,-4,0,1,CC(C)C(NC(=O)C1CCC(C(C)(C)C)CC1)C(=O)NCCCN1CCCCC1 (configuration not stated)
-11,102,-1,98,0,102,6,-2,2,2,1,COc1nnc(OC)c2ccccc12
7,99,2,99,1,103,17,0,-4,-1,1,Fc1ccc(-c2nc3ccncc3[nH]2)cc1

New compounds follow
Mcl1 Bid PPI,RGS8-Gao,Bcl-2 Bim block,RGS4-Gao reg,Bcl-B Bim block,RGS7-Gao,GSH bead fluor,Bfl-1 Bim block,Bcl-XL Bim block,Bim-Mcl-1,Bcl-W Bim block,Molecule
-4,99,-4,96,-2,95,27,-1,-4,-4,-3,O=C(O)CC(Cn1cnnn1)c1ccccc1 (configuration not stated)
-36,101,0,102,-2,106,10,-4,-4,-4,-4,COc1ccc(CN2CCNC(=O)C2CC(=O)NCc2cn3ccc(C)cc3n2)c(OC)c1 (configuration not stated)
-113,107,-4,102,-12,104,14,-5,0,-1,-1,CCC(C)(C)C1CCC(=NNC(=S)Nc2ccccc2)CC1 (configuration not stated)
0,101,-12,100,-7,101,25,-20,-6,-4,-2,Cc1c(Cl)cccc1-c1ccc(/C=N/n2cnnc2)o1
-2,98,-2,97,-2,95,12,-3,1,1,1,C/C(=N/OC(=O)CC(C)C)c1cc(-c2ccc(Cl)cc2)no1
14,96,-7,97,-5,96,25,-16,-8,-4,-1,O=c1/c(=C\c2cccnc2)sc2nc3ccccc3n12
-42,101,5,98,1,?,19,-2,0,3,-1,CSc1cccc(NC(=O)C(C)C)c1
-37,99,0,98,3,99,11,6,1,0,1,Cc1cc(C)n2c(=O)c3ccc(Cl)cc3nc2c1C#N
-12,104,-3,103,-8,105,22,-5,-10,-6,-4,CCOc1ccccc1NC(=O)COn1nnc2ccc(Cl)cc21
-15,101,-4,96,-10,106,12,-8,-4,-1,-3,CCOc1ccc(N=Cc2c(O)c3ccccc3oc2=O)cc1
-25,99,-1,99,-3,102,26,-4,-2,1,1,CC12CS(=O)(=O)CC1SC(=S)N2Cc1ccccc1 (configuration not stated)
-30,98,0,100,0,96,9,-3,-5,2,-4,O=C1CCCS(=O)(=O)c2ccccc21
-31,102,-1,101,-3,?,20,-5,-3,0,-2,O=C(c1cccs1)N1C(=O)c2cccc3cccc1c23
10,88,-4,85,-1,82,19,-1,-1,-2,-1,O=C1Nc2cc(Cl)c(Cl)cc2N(O)N1c1cccc(Cl)c1
-48,99,-9,102,-9,101,37,-15,-8,-1,-3,C/C(CC(=O)Nc1ccc(Cl)cc1Cl)=N\NC(N)=S

Taken from above:
For Bfl-1 Bim block, Cc1cc(C)n2c(=O)c3ccc(Cl)cc3nc2c1C#N shows 6
For Bim-Mcl-1, O=C(O)CC(Cn1cnnn1)c1ccccc1 (configuration not stated) shows -4
For Mcl1 Bid PPI, CC12CS(=O)(=O)CC1SC(=S)N2Cc1ccccc1 (configuration not stated) shows -25

Continued:
Mcl1 Bid PPI,RGS8-Gao,Bcl-2 Bim block,RGS4-Gao reg,Bcl-B Bim block,RGS7-Gao,GSH bead fluor,Bfl-1 Bim block,Bcl-XL Bim block,Bim-Mcl-1,Bcl-W Bim block,Molecule
-10,104,-4,104,-5,106,9,-10,-8,0,3,CC(C)(C)NS(=O)(=O)c1ccc(NC(=O)c2cc(-c3ccccc3)nc3ccccc23)cc1
-8,105,-3,105,-2,100,11,-6,0,2,5,CCOC(=O)c1c(N)nn(C(=O)CC)c1-c1ccccc1
-17,99,-6,99,-6,97,34,-12,-9,1,-2,CCCCC(=O)Nc1ccc(C(=O)NNC(=O)c2ccco2)cc1
-12,102,-3,101,-1,98,14,-3,0,-3,-2,CCOC(=O)n1c(=O)n(Cc2ccccc2C)c2ccccc21
-9,100,-8,100,-10,102,23,-19,-6,-2,-1,CN(CC(=O)Nc1ccccc1N1CCOCC1)S(=O)(=O)c1ccc(Cl)cc1
-9,99,-5,101,-6,102,39,-11,-14,-3,2,CC(Sc1nc2ccccc2c(=O)[nH]1)C(=O)O (configuration not stated)
-5,109,0,105,-3,101,11,-6,-1,-1,-1,Cc1ccccc1Nc1ncnc(N)n1
-10,105,-8,107,-9,106,27,-8,-2,0,-2,CC1CCN(c2nc3ccc(C(=O)N4CCN(Cc5ccccc5)CC4)cc3s2)CC1
-58,103,-3,101,-11,99,17,0,0,0,-2,O=C(NNC(=S)NCC1CCCO1)c1ccc(S(=O)(=O)N2CCOCC2)cc1 (configuration not stated)
-4,99,-4,103,-4,?,14,-7,1,2,1,CSc1snnc1-c1ccccc1
-20,100,-8,102,-11,100,25,-7,-4,0,0,O=c1sc(N2CCN(c3ccccc3F)CC2)nc2ccsc12
-5,104,-4,106,0,106,66,-4,0,0,-1,CC(=O)Nc1cccc(NC(=O)CSc2nnnn2Cc2ccccc2)c1
-24,102,12,102,4,102,8,18,10,5,3,Cc1sc2nc(CSCC(=O)Nc3c(Cl)cccc3Cl)[nH]c(=O)c2c1C
-12,101,-8,103,-4,102,8,-9,-4,0,0,O=C(Nc1nc(-c2cc(Cl)sc2Cl)cs1)c1ccccc1
-5,104,-10,102,-7,101,10,-9,-4,0,1,Fc1cccc(Cl)c1CSc1nnc(COc2cccc3cccnc23)o1
-29,95,1,94,-2,?,19,-3,-2,0,0,NC(=O)CSc1nnc(-c2ccc3c(c2)OCO3)o1
-22,100,0,98,-4,99,7,1,0,-2,0,CC(C)(C)c1ccc(Oc2ccc(N)cc2)cc1
-6,94,-1,101,-4,102,10,-3,-1,-4,-3,CCOC(=O)C1=C(C)Nc2nc3ccccc3n2C1c1cccs1 (configuration not stated)
-21,103,0,100,1,98,51,-1,0,4,1,Clc1ccc(Nc2ncn[nH]2)cc1
6,112,7,105,-3,104,14,0,-1,-9,-2,O=C(Cc1ccccc1)Nc1cccc(N2C(=O)C=CC2=O)c1
-34,117,-5,107,-6,125,18,-14,-1,-1,-3,COc1cccc(CNC(=O)CN2CCC(c3nc4ccc(C)cc4[nH]3)CC2)c1
-7,104,-4,105,-7,102,12,-14,-5,-4,-2,C/C(=N\OCC(=O)Nc1ccccc1Br)c1cccs1
-38,103,-6,106,0,107,11,-6,0,0,1,Cc1cc(C(=O)CCl)c(C)n1CCc1ccc(Cl)cc1
-17,99,-1,106,-6,142,62,-9,-4,-2,-3,CS(=O)(=O)N1CCN(c2cnn(-c3ccccc3)c(=O)c2Cl)CC1
32,103,-3,102,-6,102,21,-6,0,-1,-1,COc1ccc2nc(NC(=S)NC(=O)c3ccco3)sc2c1
-13,100,-7,101,-2,103,24,-16,-7,-1,0,O=C(Nc1cccnc1)c1cc2nc(C3CC3)cc(C(F)(F)F)n2n1
-34,100,-4,101,-5,?,14,-6,0,0,0,CCCCCN(C(=O)NC(=O)Nc1ccc(C)cc1C)S(C)(=O)=O
-11,101,-4,103,-8,100,31,-14,-10,-2,0,CCC(C(=O)NC1CCCC1)N(Cc1ccco1)C(=O)Cn1nnc(-c2ccc(C)cc2)n1 (configuration not stated)
-13,106,0,102,0,100,12,2,0,-1,0,CC1=CC(C)C2C(=O)N(c3ccccc3)C(=O)C2C1 (configuration not stated)
-19,94,-7,96,-6,94,24,-9,-3,1,0,CC(C)C(=O)Nc1nc2c(ncn2C2CC(O)C(CO)O2)c(=O)[nH]1 (configuration not stated)
28,108,-1,114,-3,111,24,-1,-1,-1,-3,CCOC(=O)/C(C#N)=C\c1ccc(OCC(=O)Nc2ccc(C)cc2C)c(OC)c1
-18,98,-41,93,-58,100,62,-34,-33,-45,-43,CC(=O)CSc1nsc(SCC(C)=O)c1C#N
2,105,-14,100,-1,98,13,-10,0,0,2,Cc1cc(C)cc(OCC(=O)NC2=NCCS2)c1
-14,102,-8,101,0,99,20,-7,-4,-2,-5,COCCn1c(=O)[nH]c2cc(C(=O)NCCN3CCN(c4cccc(Cl)c4)CC3)ccc2c1=O
-32,103,0,105,-1,100,17,-5,-1,-1,0,Cc1ccsc1C(=O)OCC(=O)N1CCN(C(=O)c2ccco2)CC1
8,104,0,105,1,109,67,7,-3,-7,-4,CC(=O)c1ccc(NC(=O)CCc2c(C)nc3ncnn3c2C)cc1
-19,100,-7,100,-9,98,34,-17,-6,-3,0,COC(=O)C1OC2(OC1C(=O)OC)c1ccccc1-c1ccccc12 (configuration not stated)
-9,88,-5,90,-3,89,14,3,-2,-2,-2,O=S(=O)(NCc1ccccc1)c1ccc(S(=O)(=O)NCC2CCCO2)cc1 (configuration not stated)
1,99,-1,100,-4,100,5,-13,-2,0,0,CCN(C(=O)Cn1c(=O)n(Cc2ccccc2)c(=O)c2ccccc21)c1cccc(C)c1
-12,100,-9,101,-6,?,14,-7,-1,20,0,COc1ccc(-c2csc(NC(=O)c3ccccc3S(C)(=O)=O)n2)cc1
-9,101,-1,100,-4,98,23,-2,-4,-4,-2,O=C1c2[nH]nc(-c3ccccc3O)c2C(c2ccccc2)N1Cc1ccco1 (configuration not stated)
-16,105,-4,102,-2,94,9,-5,-1,0,0,Oc1ccc(-n2cccc2/C=N/n2cnnc2)cc1
-29,99,-3,98,-4,96,25,-6,-1,-6,0,O=C(CSCc1ccc(F)cc1)NCc1ccc2c(c1)OCO2

High-throughput results from PubChem BioAssay.
